Compound activity: PubChem, several laboratories
IMP-1 inhibitor – IMP-1 metallo-beta-lactamase inhibitors, primary screen, biochemical, epi-absorbance readout, Pseudomonas aeruginosa enzyme | purified IMP-1, nitrocefin hydrolysis, epi-absorbance fluorescence | inhibition, % at 5.6 µM | hit rate 0.45% among 290,000 | AID 1556, 2009;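 active = inhibition above the mean plus 3 SD of all compounds in the same screening run, cut at about 4.5% in these data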;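 also: 0% = IMP-1 with DMSO and 100% = DMSO wells lacking enzyme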
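System: Purified recombinant IMP-1 metallo-beta-lactamase enzyme | Measured by: Fluorescence quenching readout, ex 480/em 530 nm | Replication: Singlicate | Incubation: 15 min preincubation plus 25 min reaction at 25 °C | Evaluation: Percent inhibition from optical density relative to buffer-blank wells | Benchmarks: DMSO with and without IMP-1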
FID counter – compounds displacing fluorescent DNA intercalator, primary screen, artefact control for HCV NS3 helicase inhibitor project, biochemical, FID fluorescence. inhibition, % at 7.9 µM. hit rate 0.17% among 290,000. DNA fluorescent intercalator displacement; in the data active = inhibition above about 37%;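 also: 0% = vehicle and 100% = reference compound; higher means more ethidium bromide displaced from hairpin DNA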
pCIP destab – p/CIP-EGFP fusion destabilizers, primary screen, fluorescence, F442A cells; hit rate 0.01% among 290,000; decrease of EGFP signal, % at 10 µM; 16 h;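 active = EGFP signal decrease of at least 30% at 10 µM or well 3 SD below plate mean, unless failing retest; inactive = the rest, including hits failing retest or dose response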; also: some compounds called inactive have numbers as strong as hits; many of its hits are not listed in these tables
PHOSPHO1 block – PubChem AID 1565 | Phosphoethanolamine/phosphocholine phosphatase (Homo sapiens), Q8TCT1 | recombinant PHOSPHO1, absorbance phosphatase assay | inhibition, % at 13.3 µM | hit rate 1.1% among 290,000; in the data active = inhibition above about 60%
Target sequence (Q8TCT1 whole entry, looked up): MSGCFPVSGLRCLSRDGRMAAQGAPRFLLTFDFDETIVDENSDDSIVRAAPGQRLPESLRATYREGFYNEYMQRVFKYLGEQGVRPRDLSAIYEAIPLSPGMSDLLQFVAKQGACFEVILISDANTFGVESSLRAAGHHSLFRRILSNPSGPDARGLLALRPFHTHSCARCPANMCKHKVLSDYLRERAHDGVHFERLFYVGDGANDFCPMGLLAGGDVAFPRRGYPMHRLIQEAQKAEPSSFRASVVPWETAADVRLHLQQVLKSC
MEKK3 PB1 HTS – modulators of MEKK3-MEK5 PB1 binding, primary screen, biochemical, wildtype MEKK3, multiplex bead flow cytometry, Alexa488-MEK5. Mitogen-activated protein kinase kinase kinase 3 (Homo sapiens), Q99759. bead-based flow cytometry, Alexa488-MEK5 binding to MEKK3; actives lie on both sides; 0 = blocked by unlabeled MEK5, 100 = vehicle. binding response (% of control), % at 10 µM. hit rate 1.4% among 290,000;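 active = binding response more than 3 SD above or below the average of its plate-row segment, actives on both sides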;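 also: Alexa488 bead fluorescence after subtracting the streptavidin-only scavenger bead signal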
Target sequence (Q99759 whole entry, looked up): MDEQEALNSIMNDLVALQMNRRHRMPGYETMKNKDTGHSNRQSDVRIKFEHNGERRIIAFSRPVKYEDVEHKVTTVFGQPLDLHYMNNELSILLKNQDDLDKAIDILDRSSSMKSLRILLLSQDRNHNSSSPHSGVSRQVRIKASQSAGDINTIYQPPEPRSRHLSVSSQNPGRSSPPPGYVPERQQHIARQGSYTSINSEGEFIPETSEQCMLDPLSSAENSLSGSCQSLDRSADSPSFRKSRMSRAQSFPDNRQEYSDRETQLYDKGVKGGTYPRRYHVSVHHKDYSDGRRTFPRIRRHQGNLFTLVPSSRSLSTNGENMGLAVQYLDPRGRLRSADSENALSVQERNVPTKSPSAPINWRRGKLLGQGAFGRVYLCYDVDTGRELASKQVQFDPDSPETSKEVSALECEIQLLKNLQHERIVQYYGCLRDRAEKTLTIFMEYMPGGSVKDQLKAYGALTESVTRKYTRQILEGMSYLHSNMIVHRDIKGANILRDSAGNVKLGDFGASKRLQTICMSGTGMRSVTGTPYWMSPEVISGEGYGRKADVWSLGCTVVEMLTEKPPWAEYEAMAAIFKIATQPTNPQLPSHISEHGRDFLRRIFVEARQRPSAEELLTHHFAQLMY
SUMO HTRF inh – inhibitors of in vitro SUMOylation cascade, primary screen, biochemical, HTRF, uHTS. inhibition, % at 35 µM. AID 2006, 2009. SUMO-conjugating enzyme UBC9 (Homo sapiens), P63279. hit rate 0.36% among 290,000. HTRF SUMOylation assay, SAE1/SAE2 + UBC9; in the data active = inhibition above about 50%, passing the limit was not always enough; also: strong numbers were not always called active
Target sequence (P63279 whole entry, looked up): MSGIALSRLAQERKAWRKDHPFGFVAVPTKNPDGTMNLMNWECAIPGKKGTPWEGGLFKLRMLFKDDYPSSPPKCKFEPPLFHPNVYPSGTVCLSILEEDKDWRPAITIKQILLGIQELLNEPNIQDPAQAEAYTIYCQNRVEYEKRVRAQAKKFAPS
HCV NS3 hel inh – inhibitors of HCV NS3 helicase, primary screen, biochemical, Cy5 molecular beacon fluorescence | Hepatitis C virus NS3 helicase | NS3 helicase DNA unwinding | inhibition, % at 10.9 µM | hit rate 0.56% among 290,000 | AID 1800, 2009;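 active = inhibition above the mean of all tested compounds plus 3 SD, set per campaign, cut at about 35% in these data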;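 also: 0% = DMSO wells and 100% = thioflavine S control wells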
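Control set: DMSO versus 110 µM thioflavine S; Material: NS3 helicase fragment of HCV; Measured by: Cy5 fluorescence at 0 and 60 min, beacon hairpin quenching; Read-out basis: percent inhibition from t60/t0 fluorescence ratio; Times: reaction time 60 min, 25 °C; Repeats: single replicate; Compound dosing: single dose, 10.9 µM nominal final, DMSO 0.8% final.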
VIM-2 inh – VIM-2 metallo-beta-lactamase inhibitors, primary screen, biochemical, epi-absorbance readout, Pseudomonas aeruginosa enzyme; inhibition, % at 5.6 µM; hit rate 0.89% among 290,000; purified VIM-2, nitrocefin hydrolysis, epi-absorbance fluorescence; AID 1527, 2009;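 active = inhibition above the mean of all tested compounds plus 3 SD, cutoff set per screening run, cut at about 7.5% in these data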;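 also: red hydrolysis product quenches plate fluorescence so inhibitors raise well fluorescence; 0% = enzyme with DMSO and 100% = DMSO without enzyme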
IDE cell activ – human IDE activators in live cells, primary screen, fluorescence polarization, HEK cells, FAbeta-B substrate; Insulin-degrading enzyme (Homo sapiens), P14735; FAbeta-B cleavage; 0% vehicle, 100% cell-free pure enzyme wells; activation, % at 5.96 µM; hit rate 0.073% among 340,000;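 active = activation above the mean of all tested compounds plus 3 SD, set per screening campaign, cut at about 17% in these data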
The depositor's hits bear a star. The list is partial. The share of hits here may be higher or lower than overall.

Results for CC(C)C(=O)Nc1cccc(C(=O)Nc2cc([N+](=O)[O-])ccc2F)c1 ?
IMP-1 inhibitor: -2.5; FID counter: -4; pCIP destab: 0; PHOSPHO1 block: 38; MEKK3 PB1 HTS: 101; SUMO HTRF inh: 15; HCV NS3 hel inh: 1; VIM-2 inh: -3.8; IDE cell activ: 2

What do the screens show for `Cc1nc2nc(SCc3ccccc3)[nH]n2c(=O)c1C`?
IMP-1 inhibitor: -1.3; FID counter: -2; pCIP destab: -1; PHOSPHO1 block: 29; MEKK3 PB1 HTS: 97; SUMO HTRF inh: 9; HCV NS3 hel inh: 2; VIM-2 inh: -1.0; IDE cell activ: 4

How did Cc1ccc2[nH]c(C)c(/C=C/c3cc[n+](C)cc3)c2c1 do in these assays?
IMP-1 inhibitor: 4.1; FID counter: 5; pCIP destab: -613; PHOSPHO1 block: -9; MEKK3 PB1 HTS: 97; SUMO HTRF inh: -6; HCV NS3 hel inh: -23; VIM-2 inh: 16*; IDE cell activ: -31

Results for COc1cc(CNc2cc(C)ccc2C)cc(OC)c1OC ?
IMP-1 inhibitor: -1.0; FID counter: -20; pCIP destab: -5; PHOSPHO1 block: -8; MEKK3 PB1 HTS: 109; SUMO HTRF inh: 4; HCV NS3 hel inh: -16; VIM-2 inh: -2.9; IDE cell activ: 2

How did CCOCC(=O)N1CCN(Cc2ccc3c(c2)OCO3)CC1 do in these assays?
IMP-1 inhibitor: -0.7; FID counter: -2; pCIP destab: -7; PHOSPHO1 block: 24; MEKK3 PB1 HTS: 108; SUMO HTRF inh: 12; HCV NS3 hel inh: 10; VIM-2 inh: 0.1; IDE cell activ: 3

What do the screens show for `CC(=O)N/C(=C\c1ccc2c(c1)OCO2)C(=O)NC(C(=O)O)c1ccccc1` (stereo unspecified)?
IMP-1 inhibitor: -2.0; FID counter: -4; pCIP destab: 1; PHOSPHO1 block: 18; MEKK3 PB1 HTS: 121; SUMO HTRF inh: 9; HCV NS3 hel inh: 14; VIM-2 inh: -1.6; IDE cell activ: -2

How did COC(=O)CCCN1C(=O)c2cccc3cccc(c23)C1=O do in these assays?
IMP-1 inhibitor: -2.6; FID counter: -7; pCIP destab: 2; PHOSPHO1 block: 34; MEKK3 PB1 HTS: 113; SUMO HTRF inh: 10; HCV NS3 hel inh: -4; VIM-2 inh: 4.1; IDE cell activ: 4

How did CC(NC(=O)/C=C/c1ccco1)c1nc2ccccc2n1Cc1ccccc1F (stereo unspecified) do in these assays?
IMP-1 inhibitor: -2.4; FID counter: -27; pCIP destab: -7; PHOSPHO1 block: 0; MEKK3 PB1 HTS: 135*; SUMO HTRF inh: 0; HCV NS3 hel inh: 6; VIM-2 inh: -5.1; IDE cell activ: 1

What do the screens show for `Cn1c(=O)c2c(nc(NCc3ccco3)n2C)n(C)c1=O`?
IMP-1 inhibitor: -3.3; FID counter: -4; pCIP destab: 3; PHOSPHO1 block: -14; MEKK3 PB1 HTS: 100; SUMO HTRF inh: 19; HCV NS3 hel inh: 2; VIM-2 inh: 1.4; IDE cell activ: -5

Results for CCNC(=O)c1ccc(NS(=O)(=O)c2ccccc2)cc1 ?
IMP-1 inhibitor: -4.5; FID counter: -3; pCIP destab: -8; PHOSPHO1 block: 34; MEKK3 PB1 HTS: 101; SUMO HTRF inh: 16; HCV NS3 hel inh: -2; VIM-2 inh: -1.4; IDE cell activ: 10

Entries shown so far with sulfur (2):
What do the screens show for `Cc1nc2nc(SCc3ccccc3)[nH]n2c(=O)c1C`?
IMP-1 inhibitor: -1.3; FID counter: -2; pCIP destab: -1; PHOSPHO1 block: 29; MEKK3 PB1 HTS: 97; SUMO HTRF inh: 9; HCV NS3 hel inh: 2; VIM-2 inh: -1.0; IDE cell activ: 4

Results for CCNC(=O)c1ccc(NS(=O)(=O)c2ccccc2)cc1 ?
IMP-1 inhibitor: -4.5; FID counter: -3; pCIP destab: -8; PHOSPHO1 block: 34; MEKK3 PB1 HTS: 101; SUMO HTRF inh: 16; HCV NS3 hel inh: -2; VIM-2 inh: -1.4; IDE cell activ: 10

More results follow:
What do the screens show for `COc1cc2[nH]c(=O)n(Cc3ccc(C(=O)NCCCN4CCC(C)CC4)cc3)c(=O)c2cc1OC`?
IMP-1 inhibitor: -5.3; FID counter: 8; pCIP destab: -6; PHOSPHO1 block: 0; MEKK3 PB1 HTS: 97; SUMO HTRF inh: 18; HCV NS3 hel inh: -9; VIM-2 inh: -3.0; IDE cell activ: 5

Results for CCS(=O)(=O)N1CCC(NC(=O)C(Cc2cc(OC)ccc2OC)NC(C)=O)CC1 (stereo unspecified) ?
IMP-1 inhibitor: -2.5; FID counter: -17; pCIP destab: -15; PHOSPHO1 block: 30; MEKK3 PB1 HTS: 99; SUMO HTRF inh: 0; HCV NS3 hel inh: -7; VIM-2 inh: -2.6; IDE cell activ: 7

What do the screens show for `CC(C)NC(=O)NC(=O)COC(=O)C1CCCN1C(=O)c1cccs1` (stereo unspecified)?
IMP-1 inhibitor: -2.0; FID counter: -5; pCIP destab: -14; PHOSPHO1 block: 11; MEKK3 PB1 HTS: 102; SUMO HTRF inh: 17; HCV NS3 hel inh: 0; VIM-2 inh: -3.4; IDE cell activ: 12

What do the screens show for `CCCSc1n[nH]c(NC(C)=O)n1`?
IMP-1 inhibitor: -3.4; FID counter: 1; pCIP destab: -10; PHOSPHO1 block: -18; MEKK3 PB1 HTS: 108; SUMO HTRF inh: -6; HCV NS3 hel inh: 0; VIM-2 inh: -3.5; IDE cell activ: 5

What do the screens show for `N#CC1=C(Nc2ccccc2)SC=C(c2ccccc2)N=C1N1CCOCC1`?
IMP-1 inhibitor: -2.7; FID counter: 3; pCIP destab: -3; PHOSPHO1 block: 11; SUMO HTRF inh: 15; HCV NS3 hel inh: 4; VIM-2 inh: 0.6; IDE cell activ: 6

How did Cn1c(SCC(=O)c2ccc(-c3ccccc3)cc2)nnc1-c1ccco1 do in these assays?
IMP-1 inhibitor: -1.0; FID counter: -27; pCIP destab: 3; PHOSPHO1 block: -3; MEKK3 PB1 HTS: 101; SUMO HTRF inh: 2; HCV NS3 hel inh: 68*; VIM-2 inh: -3.3; IDE cell activ: -9

What do the screens show for `CCCCNC(=O)CCn1c(=O)c2cccn2c2ccc(F)cc21`?
IMP-1 inhibitor: -1.1; FID counter: -22; pCIP destab: 3; PHOSPHO1 block: 35; MEKK3 PB1 HTS: 96; SUMO HTRF inh: -8; HCV NS3 hel inh: 0; VIM-2 inh: -1.9; IDE cell activ: -4

How did CCCc1cc(C(=O)Nc2cccc(Cl)c2C)no1 do in these assays?
IMP-1 inhibitor: -0.2; FID counter: -18; pCIP destab: -22; PHOSPHO1 block: 24; MEKK3 PB1 HTS: 96; SUMO HTRF inh: 2; HCV NS3 hel inh: 11; VIM-2 inh: 2.9; IDE cell activ: 5

Results for COc1cc(O)c(C(CC(=O)N2CCCC2)c2ccc(N(C)C)cc2)c(OC)c1 (stereo unspecified) ?
pCIP destab: -3; PHOSPHO1 block: 36; MEKK3 PB1 HTS: 92; SUMO HTRF inh: 3; IDE cell activ: 0

What do the screens show for `O=C(Nc1nc2ccc(S(=O)(=O)N3CCOCC3)cc2s1)c1cccs1`?
IMP-1 inhibitor: -3.1; FID counter: 1; pCIP destab: 0; PHOSPHO1 block: 15; MEKK3 PB1 HTS: 102; SUMO HTRF inh: 16; HCV NS3 hel inh: -14; VIM-2 inh: -1.2; IDE cell activ: 2

Results for O=C(NCC(=O)N1CCN(C(c2ccccc2)c2ccccc2)CC1)c1ccccc1F ?
IMP-1 inhibitor: -0.7; FID counter: -36; pCIP destab: -14; PHOSPHO1 block: 23; MEKK3 PB1 HTS: 101; SUMO HTRF inh: 11; HCV NS3 hel inh: -6; VIM-2 inh: -0.2; IDE cell activ: 0

What do the screens show for `CCC(=O)Oc1c(S(=O)(=O)c2ccc(C)cc2)c(C)nn1C(C)(C)C`?
IMP-1 inhibitor: -1.9; FID counter: -26; pCIP destab: -1; PHOSPHO1 block: 16; MEKK3 PB1 HTS: 86; SUMO HTRF inh: -26; HCV NS3 hel inh: 1; VIM-2 inh: -3.6; IDE cell activ: 7

How did O=C(NC1CCCCCCC1)C1CCN(S(=O)(=O)N2CCC3(CC2)OCCO3)CC1 do in these assays?
IMP-1 inhibitor: 0.4; FID counter: -28; pCIP destab: -4; PHOSPHO1 block: 52; MEKK3 PB1 HTS: 88; SUMO HTRF inh: 18; HCV NS3 hel inh: -10; VIM-2 inh: -2.1; IDE cell activ: 0

Results for CC(=O)CC(=O)NC1C2CC3CC(C2)CC1C3 (stereo unspecified) ?
IMP-1 inhibitor: -2.0; FID counter: -30; pCIP destab: -4; PHOSPHO1 block: 11; MEKK3 PB1 HTS: 107; SUMO HTRF inh: 23; HCV NS3 hel inh: -5; VIM-2 inh: -3.9; IDE cell activ: 4

What do the screens show for `COc1ccc(CNC(=O)C(Cc2ccccc2)n2cccc2)cc1` (stereo unspecified)?
IMP-1 inhibitor: -4.4; FID counter: -17; pCIP destab: -3; PHOSPHO1 block: 37; MEKK3 PB1 HTS: 85; SUMO HTRF inh: -2; HCV NS3 hel inh: -2; VIM-2 inh: -2.4; IDE cell activ: 5

Results for Cc1cc(C)c(OCCN2C(=O)NC(C)(C)C2=O)c(Cl)c1 ?
IMP-1 inhibitor: -2.4; FID counter: -3; pCIP destab: -2; PHOSPHO1 block: 2; MEKK3 PB1 HTS: 100; SUMO HTRF inh: 21; HCV NS3 hel inh: 0; VIM-2 inh: -0.3; IDE cell activ: -1

Results for O=C(CCn1c(=O)sc2ccccc21)Nc1nc2ccccc2s1 ?
IMP-1 inhibitor: -3.0; FID counter: -13; pCIP destab: -11; PHOSPHO1 block: 10; MEKK3 PB1 HTS: 115; SUMO HTRF inh: 3; HCV NS3 hel inh: -12; VIM-2 inh: -3.4; IDE cell activ: -4

Results for O=C(NC(c1ccccc1)c1ccccc1)C1CCCO1 (stereo unspecified) ?
IMP-1 inhibitor: -3.6; FID counter: -10; pCIP destab: 5; PHOSPHO1 block: -7; MEKK3 PB1 HTS: 101; SUMO HTRF inh: -8; HCV NS3 hel inh: -2; VIM-2 inh: -2.5; IDE cell activ: 5
